# Nrf2 activator – activates Nrf2 signaling | AREc32 ARE-luciferase reporter (MCF7-derived line), luminescence, 24 h | Potency, µM (titrated, usually from 46.1 µM), for inactives: top-dose activation, actives largely listed as activators | 410,000 compounds, 0.31% hits | AID 624171; note: potency is the fitted concentration of half-maximal effect; % of control where 0% means no effect; nearly all actives have a fitted effect of over 65% in size
#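 For detection, Steady-Glo was added and plates sat 30 min at RT; before that, AREc32_Fluc cells grown overnight in OPTI-MEM/5% FBS had been treated with 23 nL compound for 24 hr at 37 deg C.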
# IL-1B inflam inh – blocks inflammasome-driven IL-1 beta release | 360,000 compounds, 4.7% hits | activity change, % at 57.5 µM | THP-1 LPS/ATP IL-1B secretion, AlphaLISA, 16 h; active compounds read low | AID 743279; in the data active = activity change below about -50%; inconclusive = mostly about -30% to -49%; note: % is set by controls: 0 for no effect and ±100 for the full control effect
#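 THP-1 cells pretreated 1 hr with compounds (up to 57.5 uM final), then stimulated with LPS (250 ng/mL final) plus ATP (1.25 mM final); secreted IL-1B measured by AlphaLISA after 16 hr, decreased signal indicating inhibition.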
# HepG2 viability – counter-screen for TGF-b inhibitors: cytotoxicity in HepG2 cells; Potency, µM (doses to about 46.1 µM), for the others: at the highest dose activity change, negative = cytotoxicity, hits mostly cytotoxic; HepG2 CAGA-GFP viability, ATP luminescence, 18 h; 410,000 compounds, 0.76% hits; AID 588856; note: potency is the fitted concentration of half-maximal effect; some results filed as inactive show a strong effect at the top dose
#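 CellTiter-Glo luminescence gave cytotoxicity after 18 hours at 37 degrees C. The cells were HepG2 CAGA-GFP in 1% FBS DMEM, stimulated with 500 pg/mL TGF-beta after compound addition. %Activity was normalised to no-cell wells (complete cell-killing) and DMSO (no toxicity), and curves were fitted and classified.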
# TGFb inhibitor – TGF-b pathway inhibition. Potency, µM (highest dose often 46.1 µM), for the others: at the highest dose activity, negative = inhibition, usual class: inhibitors. 410,000 compounds, 1.2% hits. AID 588855. HepG2 CAGA-GFP TGF-b/SMAD3 reporter, GFP fluorescence, 18 h; TGF-beta stimulated, 500 pg/mL final; note: potency is the fitted concentration of half-maximal effect; % is set by controls: 0 for no effect and ±100 for the full control effect; nearly all actives have a fitted effect of over 65% in size
#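 Read-out: total well GFP (ex488/em500-530) summed from mean per-cell fluorescence. Cells: HEPG2 CAGA-GFP, 1% FBS DMEM, 18 h at 37 degrees C with 500 pg/mL final TGF-beta. Unstimulated wells served as the full-inhibition control; stimulated DMSO wells = 0%.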
# ATXN2 expr inh – inhibitors of ATXN2 expression; HEK-293 ATXN2-luciferase reporter, luminescence, 24 h; Potency, µM (series often up to 57 µM), without a hit: at the top dose activity change, negative = inhibition, most hits filed as inhibitors; 360,000 compounds, 0.72% hits; AID 1745845; note: potency is the fitted concentration of half-maximal effect; % is set by controls: 0 for no effect and ±100 for the full control effect; nearly all actives have a fitted effect of over 55% in size
#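 qHTS (up to 57 uM final) was run with 24 h compound exposure of reporter cells at 37 °C. Each well was multiplexed: SteadyGlo luminescence measured ATXN2-luciferase expression after a fluorogenic Gly-Phe-AFC viability readout (25 uM final).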
# MCF10A rerep – DNA re-replication induction in MCF 10a cells | AID 624296 | Potency, µM (highest dose often 46.1 µM), for the others: top-dose activity, positive = re-replication, usual class: activators | MCF 10A DNA re-replication, Hoechst nuclear intensity, 48 h | 350,000 compounds, 2.9% hits; note: potency is the fitted concentration of half-maximal effect; % of control where 0% means no effect; nearly all actives have a fitted effect of over 50% in size
# ATXN viability – cell viability loss in ATXN counter-screen; S2 cells (HEK-293 line with an ATXN2-luciferase reporter) viability, CellTiter-Fluor protease fluorescence, 24 h; Potency, µM (top dose mostly 56.7 µM), most hits filed as cytotoxic; 400,000 compounds, 0.49% hits; AID 651635; note: potency is the fitted concentration of half-maximal effect; nearly all actives have a fitted effect of over 40% in size
# Nrf2 inh – inhibitors of Nrf2 signaling. A549 ARE-Fluc reporter, luciferase luminescence, 18-24 h. Potency, µM (highest dose often 46 µM), inactives show top-dose activity change, negative = inhibition, actives largely listed as inhibitors. 360,000 compounds, 2.1% hits. AID 504444; note: potency is the fitted concentration of half-maximal effect; % is set by controls: 0 for no effect and ±100 for the full control effect; nearly all actives have a fitted effect of over 60% in size
#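 Cells were seeded and rested 2 h, then exposed to compounds for 18-24 h. CellTiter-Fluor was read first as a viability measure. BugLite was added 15 min before the final luminescent read of ARE-luciferase activity in A549 cells.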
# A549 tox – counter-screen for Nrf2 inhibitors: cytotoxicity in A549 cells | Potency, µM (highest dose often 46 µM), inactives show top-dose activity change, negative = cytotoxicity, hits mostly inhibitors | A549 ARE-Fluc cells, CellTiter-Fluor viability, 18-24 h | AID 504648 | 390,000 compounds, 0.16% hits; note: potency is the fitted concentration of half-maximal effect; % is set by controls: 0 for no effect and ±100 for the full control effect
#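 A549 ARE-Fluc cells in 5% FBS OPTI-MEM, 5000 cells/well, rested 2 h then exposed to compounds in concentration-response for 18-24 h at 37 °C. Viability by CellTiter-Fluor fluorescence (Ex 405/Em 525) after 30 min; luciferase luminescence (BugLite, 15 min, RT) read afterwards.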
# The depositor's hits bear a star; i = inactive; ? = inconclusive; . = no result given; & = joins results of further samples; [ ] = remark or other dose. Unless noted, calls come from the whole dose curve; as a rule, active = well fitted curve in the direction sought with a large enough effect; inconclusive = small, poorly fitted or top-dose-only effect, or another doubt; inactive = no such curve, though single readings can be large; an effect the other way counts as inactive or inconclusive. An unsorted share of the library, and some 8.8% of all compounds hit somewhere here.
molecule	IL-1B inflam inh	TGFb inhibitor	A549 tox	MCF10A rerep	ATXN viability	Nrf2 activator	Nrf2 inh	HepG2 viability	ATXN2 expr inh
CCOC(=O)c1c(S(=O)(=O)N2CCCC(C(=O)Nc3cc(C)ccn3)C2)c(C)n(C)c1C (stereo not given)	.	0.0%	0.0%	.	i	10.1%	.	-22.0%	6.8%
COc1ccc(/C=N/NC(=O)CCn2nc(C)cc2C)cc1	19.9	4.7%	-14.7%	-1.7%	i	0.3%	-5.0%	-3.0%	8.4%
O=[N+]([O-])c1cc(S(=O)(=O)Nc2ccccc2)ccc1-n1nnc2ccccc21	3.5	0.0%	-2.4%	6.2%	i	2.7%	?	3.0%	-5.6%
Fc1ccc(C(CCCn2nnc(-c3cccnc3)n2)c2ccc(F)cc2)cc1	?	?	-10.9%	?	i	3.7%	?	-18.6%	-15.6%
COc1ccc(/C=N/n2c(-c3ccc(C)cc3)n[nH]c2=S)cc1OC	-51.0*	1.8%	-5.1%	0.1%	i	2.3%	-17.2%	3.6%	.
CN(C)S(=O)(=O)c1ccc(C(=O)NCCS(=O)(=O)N2CCN(c3ccc(F)cc3)CC2)cc1	-1.2	-1.9%	-0.7%	6.8%	i	-0.4%	-5.3%	-3.6%	-13.7%
O=C(CNC(=O)c1ccc(Br)cc1)OCc1cc([N+](=O)[O-])cc2c1OCOC2	5.2	-2.2%	-0.1%	1.3%	i	-0.3%	1.5%	-6.3%	-9.0%
CN(c1ccc(C(=O)NCCSCc2ccc(Cl)cc2)cc1)S(=O)(=O)c1ccccc1	-9.5	-4.4%	1.2%	?	i	3.9%	?	-8.2%	-21.7%
Cc1ccc(-c2nc3c(c(SCC(=O)Nc4ccccc4Cl)n2)Cc2c(CO)cnc(C)c2O3)cc1	.	12.3%	9.8%	.	i	0.7%	?	-2.4%	11.7%
Cc1c(C(=O)NCc2ccccn2)oc2ccc(S(=O)(=O)N3CCOCC3)cc12	32.5	-12.1%	3.8%	-0.1%	i	0.6%	?	-9.9%	-35.3%
CCCOc1ccc(-c2c(C(=O)N/N=C/C3CC=CCC3)nnn2-c2nonc2N)cc1 (stereo not given)	17.2	-6.7%	1.2%	1.9%	i	-0.4%	11.3%	-24.7%	-13.2%
Cc1cc(Nc2ccc(N(C)C)cc2)n2ncnc2n1	-8.9	2.5%	-1.9%	-4.3%	i	1.1%[9.22 µM]	?	-0.3%	32.0%[activator]
O=C(CSc1nccc(=O)[nH]1)Nc1cccc(S(=O)(=O)N2CCOCC2)c1	8.0	2.3%	-4.3%	-0.4%	i	-1.0%	-3.9%	-16.3%	.
CCOC(=O)N1CCN(C(=O)c2cc(COc3cccc(C(F)(F)F)c3)on2)CC1	-22.4	0.0%	0.2%	-1.7%	i	2.6%	?	-36.4%	68.2%[activator]
COc1ccc(CNC(=O)C(C)N(Cc2ccco2)C(=O)c2snc(C(N)=O)c2N)cc1 (stereo not given)	3.7	12.8%	-8.3%	-4.9%	i	0.2%	9.2%	-16.2%	0.0%
CC1(C)Cc2c(C#N)c(SCc3ccccc3)nc(N3CCOCC3)c2CO1	-0.6	?	-4.3%	?	i	0.6%	?	-3.9%	-26.4%
Cc1[nH]c2ccccc2c1C1C(c2ccccc2)=NN=C(C(C)C)N1O (stereo not given)	-9.8	0.2%	0.4%	1.0%	i	6.5%	-7.9%	-21.5%	0.6%
O=C(O)c1cccc(S(=O)(=O)N2CCc3ccccc3C2)c1	22.3	-2.9%	-8.6%	-1.3%	i	-0.9%	0.6%	-3.3%	-0.2%
COc1ccccc1CN1CC(C(=O)NCCN2CCNC2=O)CCC1=O (stereo not given)	-0.4	3.0%	0.7%	-13.7%	i	-0.4%	4.4%	3.5%	.
CCOC(=O)c1c(N)sc(C(=O)OCCOC)c1C	-10.2	-23.4%	1.9%	1.7%	i	7.2%	?	7.9%	44.5%[activator]
COc1ccc2c(CCNC(=O)CN3C(=O)c4ccccc4C3=O)c[nH]c2c1	-3.3	-1.8%	-12.8%	-0.4%	i	0.3%	1.1%	10.4%	.
CC(C)N(C)Cc1nnnn1CC(=O)N(C)Cc1cccc(Cl)c1	0.0	1.4%	1.1%	-8.2%	?	2.7%	0.1%	-19.2%	3.3%
CC(=O)c1cccc(NC(=O)N2C3CCC2CC(O)(c2cccnc2)C3)c1 (stereo not given)	-19.7	2.0%	3.0%	-12.2%	i	-0.2%	7.1%	-10.2%	5.3%
CC(C)(C)c1cc(NS(=O)(=O)c2ccc3c(c2)OCCO3)on1	11.3	0.3%	9.2%	6.5%	i	-0.4%	?	-10.7%	-3.5%
CCC(NC(=O)c1ccccc1NC(=O)c1ccccc1)C(=O)O (stereo not given)	22.3	13.3%	-1.2%	-12.8%	i	0.2%	-5.3%	-0.4%	3.7%
NC(=O)c1ccc(NC(=O)COC(=O)CCCOc2ccccc2)cc1	9.4	-6.7%	2.9%	1.9%	i	-0.8%	-5.2%	1.4%	6.3%
CCn1ccc(C(=O)NC2=C(C#N)CCC2)n1	-22.2	11.6%	-6.2%	2.9%	i	-0.9%	9.8%	7.1%	-3.5%
O=C(OCc1cc(=O)n2c(n1)sc1ccccc12)c1cccc(O)c1	0.0	-2.0%	8.9%	7.4%	i	2.1%[9.22 µM]	-10.8%	0.2%	29.7%
Cc1ccc(-c2csc(NC(=O)C3=COCCO3)n2)cc1	-0.9	-20.3%	-6.8%	?	i	2.5%	?	-20.4%	63.7%[activator]
COc1cc(NC(=O)CN2C(=O)NC(c3ccccc3)(c3ccccc3)C2=O)c(C)cc1[N+](=O)[O-]	-4.5	-7.3%	-16.6%	11.3%	i	5.9%	29.1µM*	4.4%	-10.3%
CCOC(=O)c1c(NC(=O)C2CCCO2)sc(C(N)=O)c1C (stereo not given)	-3.7	2.3%	-13.6%	1.0%	i	0.3%	-15.2%	-2.9%	-3.2%
CC(=NCCc1ccccc1)C1=C(O)CCC1=O	-7.6	-0.7%	5.6%[1.84 µM]	26.4%	i	-0.5%	6.2%	-3.6%	4.8%
COc1ccccc1NC(=O)Cn1c(=O)oc2ccccc21	-2.4	-1.3%	-3.2%	8.4%	i	-0.3%	-8.7%	0.5%	-0.5%
CCCSc1cc(N)cc([N+](=O)[O-])c1	-0.7	-0.5%	-0.3%	4.4%	i	1.9%	-1.8%	-2.0%	10.1%
Cc1ccc(N=Nc2ccc(N)cc2C)c(S(N)(=O)=O)c1	-8.4	5.7%	-10.6%	3.8%	?	3.6%	16.6%	2.8%	24.1%
COc1ncnc2c1ncn2CCCNc1ccc(C)c(C)c1	-9.6	29.8%	.	.	i	-0.1%	.	8.9%	-18.0%

# Some of these compounds in order of their number in IL-1B inflam inh, high to low.
Compound,IL-1B inflam inh,TGFb inhibitor,Nrf2 activator
Cc1c(C(=O)NCc2ccccn2)oc2ccc(S(=O)(=O)N3CCOCC3)cc12,32.5,-12.1%,0.6%
O=C(CSc1nccc(=O)[nH]1)Nc1cccc(S(=O)(=O)N2CCOCC2)c1,8.0,2.3%,-1.0%
O=C(CNC(=O)c1ccc(Br)cc1)OCc1cc([N+](=O)[O-])cc2c1OCOC2,5.2,-2.2%,-0.3%

# Other entries:
molecule	IL-1B inflam inh	TGFb inhibitor	A549 tox	MCF10A rerep	ATXN viability	Nrf2 activator	Nrf2 inh	HepG2 viability	ATXN2 expr inh
O=C(O)c1cc([N+](=O)[O-])ccc1-c1ccc([N+](=O)[O-])cc1C(=O)O	?	-1.8%	.	.	.	0.8%	.	4.7%	.
CC1=CC(C)(C)N2C(=O)C3(NCCc4c3[nH]c3ccccc43)c3cccc1c32 (stereo not given)	-26.6	1.0%	-15.2%	-2.1%	i	-0.5%	2.3%	2.2%	-16.6%
CC(=O)Nc1cccc(C(=O)NC2CCCc3c2cnn3-c2cc(C)cc(C)c2)c1 (stereo not given)	17.1	19.1%	-0.6%	1.2%	i	0.0%	1.0%	-7.4%	11.8%
CC(C)C[C@H]1COc2cccc(N(C)CCO)c2S(=O)(=O)N1	21.2	.	.	.	i	0.5%	.	.	15.3%
COc1ccc(NS(=O)(=O)c2ccc(C)c(NC(=O)NC3CCCCC3)c2)cc1	-73.6*	-10.0%	?	?	i	0.9%	?	26.2%	11.9%
O=C(CSc1nc2ccccc2c(=O)n1Cc1ccco1)N1CCN(c2ccccc2)CC1	6.4	-0.1%	-3.7%	13.2%	i	0.2%	-18.4%	-4.2%	-6.7%
CC1(C)CC(O)CC(C)(C)N1CC(O)COCc1ccccc1 (stereo not given)	-11.3	4.0%	1.2%	-0.3%	i	0.0%	1.2%	-4.4%	-3.7%
CN(C)/C=N/c1ncn(-c2ncc(C(F)(F)F)cc2Cl)n1	-4.7	-14.5%	-1.0%	?	i	-0.5%	?	-23.5%	-4.3%
Nc1nc2ccc(Cc3ccncc3)cc2s1	10.2	-15.9%	0.5%	15.2%	i	3.1%	?	0.1%	23.9%
Cc1ccc(C)c(N2CCN(C(=O)c3nn(C)c4c3CS(=O)(=O)c3ccccc3-4)CC2)c1	?	?	-1.6%&-4.5%	17.4%	i	-0.9%&0.8%	-13.4%&7.5%	-23.6%&-26.3%	?
O=C(CCNS(=O)(=O)c1ccc2c(c1)CCN2C(=O)C1CC1)Nc1ccc(F)cc1F	.	2.5%	-0.3%	.	i	-0.3%	.	-18.1%	-12.8%
CCS(=O)c1ccccc1C(=O)OCC(=O)Nc1cccc(S(=O)(=O)N2CCCCC2)c1 (stereo not given)	3.6	?	-11.7%	-1.9%	i	0.4%	20.6µM*	-15.0%	-16.6%
O=C(CCc1ccccc1)Nc1cccnc1Cl	-5.6	17.1%	0.2%	5.7%	i	0.7%	1.3%	2.4%	31.7%[activator]

# Source: PubChem BioAssay
